# Screens from PubChem.
# V1R ag counter = V1a receptor agonism, counter-screen for OXTR agonists. 0.25% of 320,000 active. CHO-V1R cells, Fluo-8 calcium fluorescence, agonist mode; 0% DMSO, 100% 3 nM vasopressin. AID 2797. activation, % at 3 µM;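 active means activation above the mean activation of all tested compounds plus 3 SD, per screening run, cut at about 20% in these data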;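 further: signal is peak over basal fluorescence ratio across a 100 second FLIPR read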
# Target sequence (P37288 whole entry, looked up): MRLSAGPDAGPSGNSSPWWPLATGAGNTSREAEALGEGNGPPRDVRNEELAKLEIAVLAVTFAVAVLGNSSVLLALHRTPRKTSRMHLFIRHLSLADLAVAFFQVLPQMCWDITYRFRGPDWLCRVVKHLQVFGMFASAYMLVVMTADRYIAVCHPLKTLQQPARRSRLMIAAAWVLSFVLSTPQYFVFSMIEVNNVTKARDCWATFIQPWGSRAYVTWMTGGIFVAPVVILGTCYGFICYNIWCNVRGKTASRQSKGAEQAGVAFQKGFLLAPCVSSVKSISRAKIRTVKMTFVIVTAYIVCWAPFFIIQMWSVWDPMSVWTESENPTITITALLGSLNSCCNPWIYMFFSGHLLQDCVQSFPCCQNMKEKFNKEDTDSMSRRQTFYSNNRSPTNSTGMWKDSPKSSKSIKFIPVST
# GalR3 antagonist = antagonists of human GalR3 | 0.44% of 360,000 active | HEK293 GalR3-CNG cAMP membrane potential fluorescence; galR3 body fused to GalR1 C-terminus | AID 651719 | inhibition, % at 3 µM | O60755;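 active means inhibition above the screen-wide average plus 3 SD, cut at about 13% in these data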;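 further: forskolin and galanin both at EC90 stimulate the cells; cAMP rise reported by CNG channel membrane potential dye signal; 0% = forskolin plus galanin with DMSO and 100% = forskolin alone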
# Target sequence (O60755 1-299 limits assumed): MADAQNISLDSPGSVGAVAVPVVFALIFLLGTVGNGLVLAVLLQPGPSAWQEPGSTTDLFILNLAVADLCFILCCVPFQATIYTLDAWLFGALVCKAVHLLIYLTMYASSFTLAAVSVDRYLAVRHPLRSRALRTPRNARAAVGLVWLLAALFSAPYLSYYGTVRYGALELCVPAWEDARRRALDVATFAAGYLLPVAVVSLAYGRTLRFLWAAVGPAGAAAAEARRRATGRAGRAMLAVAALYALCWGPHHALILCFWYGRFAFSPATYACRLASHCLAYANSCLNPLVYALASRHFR
# PfM18AAP inh = blocks P. falciparum M18 aspartyl aminopeptidase. recombinant PfM18AAP, H-Glu-NHMec fluorogenic cleavage. inhibition, % at 7.35 µM. 1.2% of 290,000 active. AID 1822;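 active means inhibition above the campaign mean inhibition over all tested compounds plus 3 SD, cut at about 28% in these data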;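 further: 0% = plate median of test compound wells and 100% = 2 mM ZnCl2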
# OXTR potentiator = human OXTR potentiation; 0.061% of 320,000 active; AID 2445; P30559; CHO-OTR cells, Fluo-8 calcium fluorescence, potentiator mode; 0% = oxytocin EC15, 100% = EC100; activation, % at 3 µM;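 active means activation above that plate's cutoff, the mean activation of tested compounds plus 3 SD, cut at about 6.6% in these data, passing the limit was not always enough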;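 further: 100% uses oxytocin at 75 nM as the full agonist control; some results filed as inactive read as strong as hits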
#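 Material: CHO-OTR cells, human receptor; compound dosing: single dose, 3.0 µM nominal final compound concentration; schedule: 6 min compound pre-incubation at room temperature, 100 s kinetic read; measured by: kinetic Fluo-8 calcium fluorescence; read-out basis: % activation vs EC15 and EC100 oxytocin; controls: EC15 oxytocin alone as 0%, 75 nM oxytocin as 100%; replicates: singlicate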
# NALP1 inh = inhibitors of NALP1 inflammasome in yeast. S. cerevisiae NALP1/ASC/caspase-1 growth, X-gal OD620, 72 h. inhibition, % at 10 µM. 0.61% of 280,000 active; in the data active means inhibition mostly above about 24%, no sharp cut-off; inactive means mostly below about 32%; further: some compounds called inactive have numbers as strong as hits
# MEKK2wt PB1 HTS = raises or lowers MEK5 binding to wildtype human MEKK2 PB1 domain; Q9Y2U5; bead flow cytometry, Alexa488-MEK5 binding to MEKK2 WT; actives lie on both sides; binding response (% of control), % at 10 µM; 1.1% of 290,000 active; AID 1531; in the data active means binding response below about 67% or above about 130%
# OXTR agonist = human OXTR agonism; P30559; CHO-OTR cells, Fluo-8 calcium fluorescence; normalized: DMSO 0%, oxytocin 100%; activation, % at 3 µM; 0.32% of 320,000 active; AID 2435;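 active means activation above the mean of all tested compounds plus 3 SD, cutoff set per screening run, cut at about 20% in these data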;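 further: peak over basal fluorescence ratio from a 100 s FLIPR kinetic read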
# GPR7 antag = blocks human GPR7 receptor signaling; P48145; GPR7-expressing cells, fluorescence antagonist assay; inhibition, % at 4.4 µM; 1.1% of 290,000 active; in the data active means inhibition above about 16%, passing the limit was not always enough;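 further: cells stimulated with the agonist NPW; 0% = agonist with vehicle and 100% = vehicle without agonist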
# Target sequence (P48145 whole entry, looked up): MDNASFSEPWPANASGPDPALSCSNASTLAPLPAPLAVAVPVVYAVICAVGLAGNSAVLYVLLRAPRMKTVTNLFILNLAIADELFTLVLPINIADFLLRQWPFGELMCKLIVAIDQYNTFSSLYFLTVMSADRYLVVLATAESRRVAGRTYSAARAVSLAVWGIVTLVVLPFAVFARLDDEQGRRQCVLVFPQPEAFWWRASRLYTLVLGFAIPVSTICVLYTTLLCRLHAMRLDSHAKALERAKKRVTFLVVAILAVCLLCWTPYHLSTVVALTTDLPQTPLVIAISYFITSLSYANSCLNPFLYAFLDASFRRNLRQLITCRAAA
# MEKK2mut PB1 HTS = signal of MEK5 binding to mutant human MEKK2 PB1 domain; bead flow cytometry, Alexa488-MEK5 binding to MEKK2 mutant; percent response, % at 10 µM; 0.35% of 290,000 active; in the data active means percent response above about 24%, passing the limit was not always enough; further: inactives centre near 1; some results filed as inactive read as strong as hits
# Numbers without * were called inactive; · = no result given; [ ] = remark or other dose.
SMILES,V1R ag counter,GalR3 antagonist,PfM18AAP inh,OXTR potentiator,NALP1 inh,MEKK2wt PB1 HTS,OXTR agonist,GPR7 antag,MEKK2mut PB1 HTS
Cc1nc2sccn2c1-c1nc(-c2cc3ccccc3o2)cs1,-0.3,4,-12,-13,8,·,-1.3,-6,·
COc1ccc(NC(=O)Nc2cc(C)ccc2OC(F)F)c(OC)c1,-2.1,-2,-5,-1,4,101,-2.5,-20,2
Cc1ccc(Nc2nc(N)nc(CN3CCN(C)CC3)n2)cc1,0.5,0,-1,-9,8,107,-0.6,-7,4
N#CCc1nc(CSc2nc3ccccc3o2)cs1,0.9,0,3,-1,21,96,-0.1,7,-1
Nc1nc(-c2ccc(Br)s2)c(Br)s1,-0.9,-3,22,-3,17,96,-0.6,-5,-1
CCC(CC)NC(=O)COC(=O)CCC(=O)c1ccc(Cl)cc1,1.5,-5,4,-8,-2,113,1.4,-9,-1
CCCC(=O)NC(C)c1nc2ccccc2[nH]1 (stereo not drawn),0.9,·,2,-7,16,113,0.4,-15,6
COc1ccc(NC(=O)COC(=O)Cc2ccccc2[N+](=O)[O-])cc1OC,7.9,-7,-9,-40,13,101,12,-6,-3
O=S(=O)(/C=C/c1cccc(Br)c1)N1CCOCC1,0.2,-6,-5,2,10,104,-0.1,4,0
Brc1ccc2ncnc(NCc3ccccc3)c2c1,8.7,-6,-8,-21,12,87,13,2,-8
COc1ccc(CCNc2nncc(=O)[nH]2)cc1OC,0.4,-4,5,-2,0,90,-0.6,15,-7
O=c1[nH]c(=O)c2cc([N+](=O)[O-])cc([N+](=O)[O-])c2[nH]1,-0.1,-3,2,-6,10,92,0.2,-4,-3
O=C(CSc1nnnn1-c1ccccc1)NCc1ccco1,-0.2,-4,3,-10,-6,106,-0.2,-5,17
Cc1oc(-c2ccccc2F)nc1CS(=O)(=O)CC(=O)NC1CCCC1,-0.6,·,3,-6,26,94,-1.5,-7,3
O=C(CN1C(=O)NC2(CCCCCCC2)C1=O)NCc1ccc(F)cc1,0.4,-4,·,2,·,·,1.6,·,·
Cc1cc(C)c(S(=O)(=O)Nc2ccc(C(=O)O)cc2)cc1S(=O)(=O)Nc1ccc(C(=O)O)cc1,0.5,-1,·,1,·,·,1.4,·,·
Cc1ccc2c(c1)C(c1ccccc1)N(C(=O)CC(C)C)CC(=O)N2 (stereo not drawn),-0.3,-11,-5,-4,12,102,-1.6,8,-1
Cc1cccn2c(=O)c3cc(C(=O)NCC(C)C)sc3nc12,0.2,-9,5,-3,4,103,-0.2,-7,4
CCOC(=O)C(C)(C)n1nnc(-c2ccc([N+](=O)[O-])cc2)n1,4.7,-4,-1,-14,10,100,0.6,3,0
CCOc1cc(NC(=S)Nc2cccc(OC)c2)c(OCC)cc1NC(=O)C1CC1,-1.4,-6,16,-4,7,97,-2.0,-13,5
COc1ccc(N2CCN(C(=O)COC(=O)c3cccc(S(=O)(=O)Nc4cccc(C)c4)c3)CC2)cc1,7.7,-5,·,-16,·,·,4.2,·,·
COc1cc(-c2nnc(Cn3cc(C(F)(F)F)ccc3=O)o2)cc(OC)c1OC,1.0,3,2,-3,-2,3.0*[inhibitor],2.6,3,-14
CC(=O)c1c(C)[nH]c(C(=O)OCc2ccc(F)cc2Cl)c1C,5.1,0,-1,-6,-10,99,6.6,-14,1
O=C(CSCc1nc2ccccc2[nH]1)Nc1ccc2ccccc2c1,3.2,6,-4,-4,0,102,2.6,-12,5
Cc1cccc(N(C(=O)c2snc(C(N)=O)c2N)C(C)C(=O)NCC2CCCO2)c1 (stereo not drawn),0.8,-2,-10,3,-4,119,-0.3,-12,25

# Continuation:
SMILES,V1R ag counter,GalR3 antagonist,PfM18AAP inh,OXTR potentiator,NALP1 inh,MEKK2wt PB1 HTS,OXTR agonist,GPR7 antag,MEKK2mut PB1 HTS
O=C(CN1CCN(Cc2ccccc2)CC1)N/N=C/c1cccs1,1.1,-5,12,-5,18,102,-0.3,-15,0
CCOc1ccc(-n2ccnc(SCC(=O)NCc3cccc(OC)c3)c2=O)cc1,-1.1,-5,·,-6,·,·,-1.9,·,·
CCCCc1cc(=O)oc2c3c(cc(OCC(=O)N4CCC[C@H]4C(=O)O)c12)OC(C)(C)CC3,0.5,4,-1,1,-8,108,0.5,-5,6
CC(NC(=O)C1CCC1)c1ccc2c(c1)OCO2 (stereo not drawn),0.5,-3,-7,-6,-5,108,-0.5,3,6
Cc1nc2cc(NC(=O)N3CCN(c4ccccn4)CC3)ccc2o1,0.3,-5,1,-2,10,99,0.7,-4,2
COc1ccccc1N1CCN(C(=O)CN(C)S(=O)(=O)c2cc(C)ccc2OC)CC1,0.8,-4,2,-5,4,97,0.1,-1,0
Cc1ccc(C)c(NC(=S)NCCc2c[nH]c3ccccc23)c1,3.4,-2,-12,-14,18,86,3.6,6,-18
Cn1nc(CC(=O)NCc2ccc(C(F)(F)F)cc2)c2ccccc2c1=O,12,-3,-7,-23,9,102,12,4,1
Cc1ccc(C(=O)NCCC(=O)N2CCOCC2)cc1,0.0,-1,6,-7,7,104,1.1,-3,2
NC(=O)c1c(NC(=O)C(=O)N2CCOCC2)sc2c1CCCC2,0.0,3,8,-2,18,100,-0.2,-11,2
Cn1c(=O)cc(SCC(=O)NCc2ccco2)c2ccccc21,-0.7,-3,6,-8,-2,92,1.1,-4,-2
Cc1ccc2nc(SCC(=O)N3CCC(C)CC3)nc(=O)n2c1,-0.1,-2,·,-14,·,·,-0.6,·,·
O=C(OCC(=O)N1CCN(C(=O)c2ccco2)CC1)c1ccccc1Cc1ccccc1,-0.5,-6,3,-12,2,·,0.0,-2,·
NS(=O)(=O)c1ccc(NC(=O)/C=C/c2ccco2)cc1,1.0,-2,1,-3,-5,110,0.1,2,0
CCOC(=O)C1CCCN(C(=O)CN2C(=O)COc3ccc(C(C)(C)C)cc32)C1 (stereo not drawn),-1.6,-7,-2,-2,-15,·,-1.5,-4,·
COc1ccc(-c2cc(C3CCN(C(=O)OC(C)(C)C)CC3)[nH]n2)cc1,2.5,0,-3,-18,10,102,1.8,-2,-1
O=C(NC1CCS(=O)(=O)C1)c1cccs1 (stereo not drawn),-0.5,-6,3,-4,29,97,-0.5,-8,-5
CCn1c(Cc2ccccc2)nnc1SCC(=O)Nc1ccc2c(c1)OCO2,0.4,-1,-1,-5,14,101,-0.7,-1,0
CCc1sc(NC(=O)CN2CCC(C(N)=O)CC2)nc1-c1ccccc1,-0.4,-9,5,10,-20,101,-1.6,-9,3
O=C(Cc1ccccc1)NNC(=O)Nc1cccc(Cl)c1,0.2,2,-1,-4,-2,108,-0.6,-5,4
O=S(=O)(Nc1ccc(Oc2ncccn2)c(Cl)c1)c1ccc(F)cc1,6.5,-7,8,-6,47,·,2.3,7,·
COc1ccccc1N1CCN(C(=O)C2CCCCN2S(=O)(=O)c2ccc(C)cc2)CC1 (stereo not drawn),1.1,-2,3,-6,0,106,-1.9,-11,18
COc1cc(-c2nc(C)c(C(C)=O)n2O)ccc1OCC(=O)Nc1ccc(F)cc1,0.0,-5,-10,-11,-2,95,-0.1,-10,-5
COc1cccc(-c2nnc(SCC(=O)Nc3cc(C)on3)n2C)c1,-0.3,-3,3,-5,15,101,-1.9,-6,4
Cc1cccc(C2c3[nH]c4ccccc4c3CCN2C(=O)CN2CCOC2=O)n1 (stereo not drawn),1.0,-4,0,-5,7,91,1.0,-9,-9

# Rewritten field by field: entries from further up.
structure: COc1ccc(NC(=O)Nc2cc(C)ccc2OC(F)F)c(OC)c1
- V1R ag counter = -2.1
- GalR3 antagonist = -2
- PfM18AAP inh = -5
- OXTR potentiator = -1
- NALP1 inh = 4
- MEKK2wt PB1 HTS = 101
- OXTR agonist = -2.5
- GPR7 antag = -20
- MEKK2mut PB1 HTS = 2

structure: O=C(CSc1nnnn1-c1ccccc1)NCc1ccco1
- V1R ag counter = -0.2
- GalR3 antagonist = -4
- PfM18AAP inh = 3
- OXTR potentiator = -10
- NALP1 inh = -6
- MEKK2wt PB1 HTS = 106
- OXTR agonist = -0.2
- GPR7 antag = -5
- MEKK2mut PB1 HTS = 17

# Next section:
SMILES,V1R ag counter,GalR3 antagonist,PfM18AAP inh,OXTR potentiator,NALP1 inh,MEKK2wt PB1 HTS,OXTR agonist,GPR7 antag,MEKK2mut PB1 HTS
CCN1CCN(CCNC(=O)c2ccc(CS(=O)c3ccc(Br)cc3)o2)CC1 (stereo not drawn),-0.2,-9,3,-3,-20,106,0.5,1,4
CCc1ccc(N(CC(=O)NCCc2ccccc2)C(=O)CCC(=O)Nc2ccccn2)cc1,2.6,-8,4,-8,9,100,3.3,-3,0
COc1ccccc1NC(=O)C/C(N)=N/O,0.8,-2,5,-8,25,109,0.3,-13,8
O=[N+]([O-])c1ccc2ncnc(Nc3ccc4c(c3)OCCO4)c2c1,-1.2,4,1,0,-5,102,-2.3,-10,0
CNC(=O)Cn1c(C)cc(=O)c2cccc(C)c21,0.1,-1,-1,-5,-2,99,3.5,-3,2
Cc1cc(C)n(-c2ccc(C(C)C)cc2)c(=O)c1C#N,1.4,-2,-19,-6,12,97,0.0,-1,-4
COc1ccc(C2=NOC(Cn3nc(-c4ccccc4)cc3C(=O)O)C2)cc1 (stereo not drawn),0.2,-3,·,-1,·,·,0.6,·,·
CCn1c(=N)c(C(=O)NCCCOC)cc2c(=O)n3cccc(C)c3nc21,0.5,-1,-2,-3,21,108,-0.3,-7,6
COc1ccc2c(c1)c1nc(SCC(C)C)n(CCO)c(=O)c1n2C,-0.6,5,1,-3,-3,101,-1.3,-6,7
CN(CC1CCCO1)S(=O)(=O)c1ccc(C(=O)Nc2ccc(F)cc2)cc1 (stereo not drawn),4.0,2,5,-9,20,98,1.5,-7,0
O=C(COC(=O)COc1ccc2c(c1)CCC2)Nc1ccccc1,7.1,-8,·,-4,·,·,5.4,·,·
Cc1nc2ccccc2c(=O)n1NC(=O)c1ccccc1Cl,-0.4,-2,-5,-6,5,107,-0.8,9,5
O=C(CSc1ccc2nnc(-c3cccnc3)n2n1)Nc1cccc(F)c1,-0.1,-1,-2,1,8,100,0.5,-9,0
O=C(O)CSc1nnc(-c2cccnc2)n1Cc1ccccc1,-0.6,-3,-1,1,7,103,0.8,-1,3
CCCc1cc(=O)[nH]c(SCC(=O)Nc2ccc([N+](=O)[O-])cc2C#N)n1,0.0,2,2,4,3,106,-0.5,-10,6
O=C(CN1CCC(C(=O)c2ccc3c(c2)OCCO3)CC1)NCc1ccc(F)cc1,4.4,-9,11,-7,20,103,3.1,-7,5
Cc1ncc(CO)c(/C=N/N=C/c2ccccc2O)c1O,2.1,-1,-3,-5,21,118,1.0,-4,34
CC(=O)c1ccc(NC(=O)NC2CCCc3ccccc32)cc1 (stereo not drawn),9.3,3,1,-8,13,104,6.4,1,6
O=C(c1cccc(F)c1)N1CCC(N2CCOCC2)CC1,0.9,0,-5,-5,6,102,0.6,10,0
O=C(O)CN(c1ccccn1)S(=O)(=O)c1ccc(Cl)cc1,3.7,-2,0,-19,13,102,0.1,-11,3
COc1ccc(-c2cnnn2-c2ccc(NC(=O)c3ccc(S(=O)(=O)N4CCCCC4)cc3)cc2)cc1,1.9,-14,1,-2,39,96,1.8,-2,0
Cc1noc(C)c1CSCC(=O)Nc1cc(C(F)(F)F)ccc1N1CCOCC1,-0.1,-8,·,-4,·,·,-1.9,·,·

# Copied from the list:
# O=C(c1cccc(F)c1)N1CCC(N2CCOCC2)CC1 | V1R ag counter: 0.9
# COc1ccc2c(c1)c1nc(SCC(C)C)n(CCO)c(=O)c1n2C | NALP1 inh: -3
